Source: PubChem BioAssay (several laboratories)
ROCK2 blocker – ROCK2 (human) kinase inhibition; inhibition, % at 6 µM; O75116; 0.35% of 60,000 active; purified ROCK2, Kinase-Glo ATP depletion luminescence;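 active = inhibition above the screen-wide mean inhibition plus 3 SD, cut at about 18% in these data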;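 also: plate controls were DMSO wells for no effect and Y-27632 control wells after no-enzyme background subtraction for full effect; many of its hits are not listed in these tables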
A340 absorber – absorbance at 340 nm; fold change at 10 µM; AID 708; 65,000 tested, under 10 active; compound absorbance at 340 nm, fold over control;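 active = at 10 µM dose, initial 340 nm absorbance at least 2 fold that of control wells; inactive = change under 2 fold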;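 also: initial absorbance extrapolated from kinetic A340 decline of NADH oxidation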
PKA inh – blocks human protein kinase A activity | PKA Kemptide phosphorylation, Kinase-Glo ATP luminescence | inhibition, % at 6 µM | 0.1% of 65,000 active | AID 524;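 active = inhibition above the screen-wide mean inhibition plus 3 SD, cut at about 21% in these data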; also: many of its hits are not listed in these tables
HEK293 NFkB inh – lowers PMA/ionomycin-induced NF-kB signal in HEK293 cells; 0.21% of 62,000 active; HEK-293 NF-kB luciferase reporter, luminescence; AID 465; inhibition, % at 3 µM;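 active = inhibition above the mean of all tested compounds plus 3 SD, cut at about 40% in these data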;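 also: 0% = stimulated DMSO wells and 100% = 10 µM reference inhibitor 5653914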
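System: NF-kB luciferase reporter HEK-293 cells | Replication: Single test | Control set: DMSO vs reference inhibitor | Evaluation: % inhibition | Schedule: 1 h pretreatment, 16 h stimulation, 37 °C | Probe or stimulus: PMA with ionomycin | Compound dosing: One dose, 3 µM | Detection: Luciferase luminescence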
NADH enzymes – blocks coupling enzymes of NAD/NADH assays; coupled PK/LDH NADH assays, four targets; IC50, µM (doses to about 10 µM), inactives show top-dose inhibition; 0.02% of 65,000 active;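 active = single-dose screening hits from any of four coupled enzyme assays that gave an IC50 when retested across doses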;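 also: the DPM-DC format reads NADH fluorescence rather than 340 nm absorbance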
MMP-13 inhibitor – MMP13 (human) collagenase inhibition; 0.07% of 65,000 active; inhibition, % at 4 µM; P45452; MMP-13 fTHP FRET cleavage, Mca fluorescence;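 active = inhibition above the mean of compound-free control plate wells plus 3 SD, cut at about 14% in these data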;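 also: 0% = DMSO wells and 100% = wells with reference MMP-13 inhibitor after basal subtraction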
Autofluor 339 – intrinsic fluorescence of library compounds, ex339/em460 – biochemical, MLSMR library, data from DPM-DC assay, artefact control, profiling panel. compound autofluorescence, ex339/em460 nm, NADH buffer; active compounds read high; 1 = no-compound wells, NADH background. 5.5% of 65,000 active. fluorescence fold increase at 10 µM. AID 709;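 active = at 10 µM, mean starting fluorescence two-fold or more over control wells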;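 also: signal is the first read of a kinetic run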
tolC growth inh – blocks growth of E. coli BW25113 tolC mutant. OD615. growth inhibition, % at 10 µM (by protocol). 2.2% of 65,000 active. AID 573;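 active = growth inhibition at or above a cutoff equal to the mean over every tested compound plus 3 SD, cut at about 60% in these data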;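 also: growth measured after 20 h incubation at 37 °C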
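Test system: E. coli BW25113 ΔtolC::kan bacteria; incubation: 37 °C, 20 h exposure; medium: LB broth supplemented with 50 µg/mL kanamycin; read-out basis: percent growth inhibition; signal: A615 absorbance measurement; compound: 10 µM final, single dose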
JNK3 inh – blocks human JNK3 kinase activity | P53779 | purified JNK3 kinase activity, HTS | inhibition, % at 8 µM | 0.61% of 60,000 active; in the data active = inhibition above about 17%;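 also: 0% = DMSO and 100% = reference inhibitor; many of its hits are not listed in these tables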
Target sequence (P53779 whole entry, looked up): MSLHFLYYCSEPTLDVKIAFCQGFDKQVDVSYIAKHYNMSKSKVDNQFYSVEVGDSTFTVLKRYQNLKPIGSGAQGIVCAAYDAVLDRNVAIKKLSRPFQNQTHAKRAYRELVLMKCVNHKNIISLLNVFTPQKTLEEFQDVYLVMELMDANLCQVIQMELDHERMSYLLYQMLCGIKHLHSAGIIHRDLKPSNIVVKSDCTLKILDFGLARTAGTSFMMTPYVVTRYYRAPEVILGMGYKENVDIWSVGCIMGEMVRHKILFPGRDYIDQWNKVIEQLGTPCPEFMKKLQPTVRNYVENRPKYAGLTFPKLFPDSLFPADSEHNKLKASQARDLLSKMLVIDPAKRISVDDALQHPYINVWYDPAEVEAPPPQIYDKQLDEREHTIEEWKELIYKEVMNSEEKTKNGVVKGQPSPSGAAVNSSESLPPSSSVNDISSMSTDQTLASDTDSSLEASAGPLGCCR
* hit, by the source's call; i = inactive; / = not tested or not shown; [ ] = another dose, or the depositor's remark. A portion of the library; rates above refer to the full screens.

SMILES	ROCK2 blocker	A340 absorber	PKA inh	HEK293 NFkB inh	NADH enzymes	MMP-13 inhibitor	Autofluor 339	tolC growth inh	JNK3 inh
O=C1CSC(c2ccccn2)N1c1ccccc1 (stereo unspecified)	5	1	11	-5	4%	5	1.1	-6	0
CCc1nnc(NC(=O)CSc2nnc(CNc3ccc(F)cc3)n2C2CCCCC2)s1	-2	0.99	4	12	3%	-5	1.1	12	-2
CCCn1cnc2cc(NCc3cccc(OC)c3O)ccc21	1	0.99	5	13	7%	-10	1.5	1	0
CC1Cc2nc(SCC(=O)Nc3ccc4c(c3)OCO4)n(Cc3ccccc3)c(=O)c2S1 (stereo unspecified)	2	1.1	-3	-11	1%	1	1.1	17	1
CCOC(=O)CNC(=O)CSc1nnc(Cn2c(=O)sc3ccccc32)n1C	-1	1	2	6	1%	1	0.93	-12	-6
CCOc1ccccc1COC(=O)c1cccc(-n2cnnn2)c1	-6	1	0	13	6%	3	1.1	8	2
CCOC(=O)C1=C(N)OC2=C(C(=O)CC(C)(C)C2)C1c1cccnc1 (stereo unspecified)	-5	1.1	-5	-6	2%	3	1.1	-17	-9
CC[C@@H](C)[C@H](NS(=O)(=O)c1ccc(C)cc1)C(=O)N1CCC(C(=O)NCC(=O)O)CC1	6	1.1	4	5	1%	0	1.1	-21	-5
Cc1n[nH]c(C)c1C(=O)CC1(O)C(=O)N(CCc2ccccc2)c2ccc(Cl)cc21 (stereo unspecified)	4	1	10	9	2%	-1	1	20	2
CC(Sc1nnnn1C)C(=O)Nc1ccccc1-c1ccccc1 (stereo unspecified)	3	0.99	9	1	3%	-8	1.1	-3	-3
CC(C)(C)NC(=O)Cn1c(=O)oc2ccc(Cl)cc21	-6	0.99	-6	18	1%	0	1	-9	3
c1ccc(CCn2nnnc2C(c2cccs2)N2CCOCC2)cc1 (stereo unspecified)	7	1	10	13	3%	0	1.1	7	0
COc1ccc(-n2c(=O)c3ccccc3n(CC(=O)NC3CCCC3)c2=O)c(OC)c1	/	1	5	26	3%	5	1.1	-1	/
CC1Cc2ccccc2N1C(=O)Cc1cccs1 (stereo unspecified)	-4	0.99	3	18	3%	-2	1.1	4	-10
COc1ccc(N2CCN(c3ccc(N)cc3C#N)CC2)cc1	2	1	3	13	6%	-4	1.5	-15	2
CCOc1ccccc1NS(=O)(=O)c1cccs1	-7	1	-5	20	4%	3	1.1	-9	-7
CCc1c(C(=O)Nc2ncn(Cc3cccc(C)c3)n2)csc1C	8	1	9	21	3%	-1	1.1	62*	-4
COc1ccc(C2CC(C(F)(F)F)n3nc(C(=O)N(C)Cc4cn(C)nc4C)c(Cl)c3N2)cc1 (stereo unspecified)	7	1	10	15	6%	2	1.2	22	-2
CCOC(=O)c1cccc(NC(=O)CSc2nnc(-c3ccoc3C)n2CC)c1	6	1	2	8	5%	0	1	14	-1
C=CCOc1ccc(C2/C(=C(\O)c3ccc(F)cc3)C(=O)C(=O)N2CCCN(C)C)cc1 (stereo unspecified)	9	1.1	2	/	2%	1	1.1	12	0
Cc1cccc(N2CCN(c3nc4ccc(Cl)cc4n4cnnc34)CC2)c1C	2	1.1	-2	16	9%[fluoresces]	-2	2.1*	15	10
CC(C)c1nc2oc3c(NCc4ccccn4)ncnc3c2c2c1COC(C)(C)C2	12	1	7	8	20%	-12	3*	/	-6
O=C(NC1=NCCS1)c1ccc(-c2ccc(Cl)cc2)o1	5	1.3	16	-60	7%[fluoresces]	-115[fluorescence artefact?]	2.1*	27	3
COc1ccc(N2CCN(Cc3nc(N)nc(Nc4ccccc4OC)n3)CC2)cc1	6	1	6	9	3%	-1	1.1	21	4
CCOc1ccccc1C(=O)Nc1ccc(S(=O)(=O)N2CCOCC2)cc1	7	1	7	20	7%	1	0.9	-1	-6
(listing goes on)
SMILES	ROCK2 blocker	A340 absorber	PKA inh	HEK293 NFkB inh	NADH enzymes	MMP-13 inhibitor	Autofluor 339	tolC growth inh	JNK3 inh
COc1ccccc1S(=O)(=O)Cc1ccc(C(=O)N2CCN(c3cccc(Cl)c3)CC2)o1	8	1	11	17	4%	5	1.1	10	-7
O=C(NCc1ccccn1)/C(=N/O)c1ccccc1	-2	1	0	6	1%	0	1.1	-27	-2
COC(=O)Cn1c2ccc(F)cc2c2nc(C)sc21	0	0.99	2	0	2%	-3	1.1	17	3
NS(=O)(=O)c1ccc(S(=O)(=O)N(Cc2ccccc2F)CC2CCCO2)cc1 (stereo unspecified)	5	1	11	19	2%	4	1.1	17	-1
COC(=O)c1cc(COc2ccc3oc(C)c(C(=O)OC)c3c2)c(C)o1	-2	1	-8	14	4%	4	1.1	46	-9
COc1ccc(NC(=O)CSc2nnc(-c3ccccc3)n2Cc2ccco2)c(OC)c1	1	1	6	11	6%	-3	1.1	26	4
CCCc1nc2oc3c(N4CCNCC4)ncnc3c2c2c1CCCC2	3	1.1	5	18	2%	-83[fluorescence artefact?]	1.5	-28	0
CC(=O)c1cnc2nc(C(F)(F)F)nn2c1C	2	1	2	12	10%	-7	1.1	-17	7
CCn1c(SCC(=O)Nc2ccc(Cl)cc2)nnc1C1CC1	3	0.99	12	13	9%	3	1	0	22*
Nn1c(Nc2ccccc2)nc2ccccc2c1=O	-1	1	-5	3	3%	-2	1.1	-12	0
O=C(NCc1ccco1)c1cc(-c2ccccn2)nc2ccccc12	0	1	8	6	7%	-1	1.1	-5	-4
Cc1cccc(C)c1N(CC(=O)N1CCN(C)CC1)S(C)(=O)=O	-7	1.1	0	7	0%	3	1.1	3	-3
CCOC(=O)N1CCN(C(=O)CSCC(=O)Nc2nc(-c3ccc(OC)cc3)cs2)CC1	3	0.97	3	7	3%	0	1.3	-9	0
Cc1cccc(C(=O)OCC(=O)Nc2ccc(N3CCCCC3)cc2)c1O	/	1.1	-2	7	1%	-2	1.1	2	/
CC(C)(C)SCCNS(=O)(=O)c1ccccc1	4	1	1	5	9%	-4	1.1	-2	-3
CCOCCCN1C(=O)CN(C2CCCCC2)C(=O)C1c1ccc(OCC)c(OC)c1 (stereo unspecified)	/	1	6	16	10%	-2	1	6	/
COc1cccc(NC(=O)[C@@H]2CCCN2C(=O)C2CCN(S(=O)(=O)c3ccc(C)cc3)CC2)c1	5	1	6	15	9%	-1	0.94	0	-6
O=C1CC(N2CCSCC2)C(=O)N1CCc1ccccc1 (stereo unspecified)	6	1	13	16	5%	-1	1.1	-11	-6
COc1ccccc1OCc1nnc(SCC(=O)c2cc(Cl)ccc2OC)o1	2	1	2	2	2%	-1	1	23	1
COC(=O)C1[C@H]2C(=O)N(Cc3cccs3)C[C@]23C=C[C@H]1O3 (stereo partly specified)	-1	1	-3	17	5%	-4	1.1	2	1
COc1ccc(-n2nnc3c(=O)n(C/C=C/c4ccccc4)cnc32)cc1	6	0.98	4	5	12%	-8	1	-1	3
CC(=O)Oc1ccc2c(C)c(CC(C)O)c(=O)oc2c1 (stereo unspecified)	2	1.1	0	0	12%[fluoresces]	i[fluorescence artefact?]	3.7*	-8	0
Cn1c(SCC(=O)c2ccccc2)nnc1C1CC1	-2	1	0	4	2%	3	1.1	-18	-5
CC(C)CNC(=O)NC1C(NC(=O)NCC(C)C)N(C)C(=O)N1C (stereo unspecified)	7	1	10	12	4%	4	1.1	-11	-3
COCCN(C(=O)Cn1nnc2ccccc21)C(C(=O)NC1CCCC1)c1cccc(OC)c1OC (stereo unspecified)	-2	1	-3	23	6%	-2	1.1	-14	3
Following part.
SMILES	ROCK2 blocker	A340 absorber	PKA inh	HEK293 NFkB inh	NADH enzymes	MMP-13 inhibitor	Autofluor 339	tolC growth inh	JNK3 inh
CC(=O)N1CCc2cc(S(=O)(=O)NC(C(=O)Nc3nc(C)cs3)C(C)C)ccc21 (stereo unspecified)	-1	0.99	4	11	7%	4	1.2	-21	0
Cn1c(C(=O)NCc2cccs2)cc2c(=O)n(C)c3ccccc3c21	0	1.1	1	4	6%	-2	1.4	-3	-1
CC(=O)NC(Cc1ccc(F)cc1)C(=O)N1CCN(C(=O)NCc2ccccc2)CC1 (stereo unspecified)	0	0.98	0	7	1%	0	1.1	-14	-1
COc1cccc(-c2n[nH]c(=S)n2Cc2ccco2)c1OC	-2	1	3	13	5%	7	1.1	11	-13
CCCCn1nnnc1SCC(=O)c1ccc(C)c(C)c1	-2	1	0	-1	4%	0	1.1	45	0
CSc1nncn1/N=C/c1cc(Cl)ccc1F	1	0.99	-6	23	7%	2	1.1	-4	-4
CCC(=O)O[C@@H]1CC(=O)O[C@H](C)CC=CC=C[C@@H](O)[C@H](C)C[C@H](CC=O)[C@H](O[C@H]2O[C@H](C)[C@@H](O[C@H]3C[C@@](C)(O)[C@@H](OC(=O)CC)[C@H](C)O3)[C@H](N(C)C)[C@H]2O)[C@H]1OC	-3	0.99	-9	/	2%	-3	1	3	2
CSCCC(NC(=O)c1ccccc1)C(=O)NC1CCCC1 (stereo unspecified)	9	0.96	7	6	3%	-2	1.1	-22	-7
CN(C)/C=C1\N=C(c2ccc3c(c2)OCO3)OC1=O	/	1.1	12	-7	2%	-2	1	-3	/
CCNc1nc(Oc2ccc(C(=O)OC)cc2)nc(SC)n1	1	1	4	9	5%	-3	1.1	-2	-1
CCOc1ccccc1N(CC(=O)NC1CCCC1)C(=O)CCC(=O)Nc1cc(C)on1	0	1	8	19	6%	0	1.1	6	4
Cc1ccc(-c2nn(C)c(=O)c3ccccc23)cc1CNC(=O)c1ccco1	/	1	-2	15	6%	3	1	6	/
COc1cccc(C2/C(=C(/O)c3cnn(-c4ccccc4)c3C)C(=O)C(=O)N2CCN(C)C)c1OC (stereo unspecified)	-8	1.1	6	/	7%	0	1.1	3	-4
COc1cc(-c2nn3c(-c4ccccn4)nnc3s2)cc(OC)c1OC	2	1	4	/	2%	-12	1.1	17	-1
CNC(=O)c1cccc(N2CCCC2=O)c1	4	1	9	6	8%	3	1.9	-11	0
O=C(CCC1=NS(=O)(=O)c2ccccc2N1)NC1CCCCCCC1	7	1	17	3	6%	-5	1.1	8	11
CSC1=C(C#N)C(c2ccc(C)s2)CC(=O)N1 (stereo unspecified)	-17	1	-3	/	3%	4	1.1	6	-5
C=C(C)c1cccc(C(C)(C)NC(=O)N2CCN(CC)CC2)c1	9	1.1	10	9	1%	4	1.1	-12	0
CCOC(=O)c1cnn2c1[nH]c(=O)c1ccccc12	7	1	4	/	6%[fluoresces]	-70[fluorescence artefact?]	2.3*	15	1
O=C(Nc1ccc(F)cc1F)N1CCCCC1c1cccnc1 (stereo unspecified)	1	1	3	14	4%	6	1.1	-20	4
Cc1ccc(C)n1C(Cc1ccccc1)C(=O)O (stereo unspecified)	4	1	7	7	3%	-5	1.1	-16	1
Cc1cc(C)n(Cc2nc3ccccc3n2C)n1	4	1	5	13	0%	2	1	-11	-1
Clc1ccc(OCc2nn3c(C4CCCCC4)nnc3s2)c(Cl)c1	3	1.1	-1	-4	7%	2	1.1	15	0

Single records, as listed above. Order of values: ROCK2 blocker	A340 absorber	PKA inh	HEK293 NFkB inh	NADH enzymes	MMP-13 inhibitor	Autofluor 339	tolC growth inh	JNK3 inh
`COC(=O)c1cc(COc2ccc3oc(C)c(C(=O)OC)c3c2)c(C)o1` in the list: -2	1	-8	14	4%	4	1.1	46	-9
`CCOC(=O)C1=C(N)OC2=C(C(=O)CC(C)(C)C2)C1c1cccnc1` (stereo unspecified) in the list: -5	1.1	-5	-6	2%	3	1.1	-17	-9
